# Tb MetRS inh: blocks T. brucei methionyl-tRNA synthetase activity; AID 624268; 360,000 tested, 0.4% active; inhibition, % at 11.9 µM; purified T. brucei MetRS, ATP depletion, Kinase-Glo luminescence;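 active = inhibition above a per-plate cutoff of the control wells' mean inhibition plus 3 SD, cut at about 5.5% in these data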;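 also: 0% = DMSO wells median and 100% = median of wells with control inhibitor compound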
#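 Material – parasite MetRS enzyme · Medium – HEPES-MgCl2-KCl buffer plus DTT, spermine, BSA, pyrophosphatase · Reagent – ATP, methionine and E. coli bulk tRNA substrates · Times – 15 min enzyme-compound preincubation, 2 h reaction, 10 min detection, 25 °C · Measured by – luminescence of leftover ATP · Evaluation – percent inhibition relative to median high and low control wells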
# DNMT1 block: DNMT1 (human) enzyme inhibition | 360,000 tested, 0.83% active | DNMT1 molecular beacon, Hinp1I cleavage, fluorescence | AID 588458 | inhibition (reported as % activation of signal), % at 10 µM; in the data active = inhibition above about 50%
# Scp-1 inhibitor: blocks human Scp-1 phosphatase activity; 340,000 tested, 0.88% active; inhibition, % at 20 µM; Recombinant Scp1, phosphopeptide, malachite green phosphate absorbance; Q9GZU7;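 active = inhibition above about 50% at 20 µM, limit read from the data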;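 also: plate controls were DMSO wells with enzyme for no effect and wells lacking enzyme for full effect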
# Target sequence (Q9GZU7 76-261 limits assumed): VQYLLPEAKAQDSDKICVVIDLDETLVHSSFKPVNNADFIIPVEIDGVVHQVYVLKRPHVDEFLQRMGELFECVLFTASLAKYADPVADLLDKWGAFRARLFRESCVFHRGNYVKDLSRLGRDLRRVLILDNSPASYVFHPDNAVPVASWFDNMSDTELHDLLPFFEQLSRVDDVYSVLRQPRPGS
#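 Test system – truncated SCP-1 phosphatase (76-261aa) · Reagent – Phosphorylated 17-residue peptide substrate · Incubation – 45 min room-temperature reaction, 5 min colour, 30 min stabiliser · Detection – colorimetric phosphate reagent with accelerator and stabiliser, absorbance at 630 nm · Measure – % inhibition at 20 µM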
# CSN inh: blocks human CSN-mediated cullin deneddylation. Q92905. 360,000 tested, 0.38% active. inhibition, % at 12.5 µM. AID 651999. Purified CSN, SCF-Nedd8-OG deneddylation, fluorescence polarization;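 active = pattern-corrected inhibition above about 35%, with an unprinted fluorescence ratio check between 0.5 and 1.5, limit read from the data, passing the limit was not always enough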;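 also: 0% = enzyme with substrate and 100% = substrate without enzyme; some results filed as inactive read as strong as hits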
#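 Assay system: Purified human Csn5 enzyme expressed in HEK293T cells | Amount: Enzyme 0.24 nM | Measured by: Fluorescence polarization readout | Medium: Tris/NaCl/DTT buffer, pH 7.5 | Compound dosing: One concentration, 12.5 µM, 0.25% DMSO | Times: 90 min incubation of compound, enzyme and substrate at room temperature | Control set: no-enzyme wells high, enzyme-with-substrate wells low | Read-out: % inhibition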
# PABP1 MLLE inh: blocks PAM2 peptide binding to the PABP1 MLLE domain | P11940 | GST-MLLE / FITC-PAM2 fluorescence polarization | inhibition, % at 20 µM | 360,000 tested, 0.36% active | AID 588489; in the data active = inhibition above about 35%, passing the limit was not always enough;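 also: plate controls were DMSO wells with GST-MLLE for no effect and wells lacking GST-MLLE protein for full effect; some results filed as inactive read as strong as hits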
# Target sequence (P11940 whole entry, looked up, the tested form may be a part): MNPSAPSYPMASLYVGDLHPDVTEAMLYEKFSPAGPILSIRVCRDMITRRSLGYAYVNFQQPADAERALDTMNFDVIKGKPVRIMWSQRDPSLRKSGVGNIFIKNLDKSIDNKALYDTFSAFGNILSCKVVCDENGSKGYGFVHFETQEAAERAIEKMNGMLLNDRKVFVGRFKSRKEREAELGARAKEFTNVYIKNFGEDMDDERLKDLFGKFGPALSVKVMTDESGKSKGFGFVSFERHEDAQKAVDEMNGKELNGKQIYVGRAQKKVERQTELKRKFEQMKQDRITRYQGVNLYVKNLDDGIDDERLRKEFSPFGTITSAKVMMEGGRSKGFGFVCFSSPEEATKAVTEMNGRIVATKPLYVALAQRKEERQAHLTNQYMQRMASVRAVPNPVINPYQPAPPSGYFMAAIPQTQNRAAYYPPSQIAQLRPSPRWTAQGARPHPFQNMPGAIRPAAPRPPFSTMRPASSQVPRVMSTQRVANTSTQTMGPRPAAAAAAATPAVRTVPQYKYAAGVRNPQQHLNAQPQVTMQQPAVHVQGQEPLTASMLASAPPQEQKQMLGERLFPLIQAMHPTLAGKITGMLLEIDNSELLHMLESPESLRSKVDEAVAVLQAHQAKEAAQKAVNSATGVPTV
# STEP block: blocks human striatal-enriched tyrosine phosphatase; inhibition, % at 20 µM; AID 588621; recombinant STEP, OMFP fluorogenic substrate, fluorescence; P54829; 360,000 tested, 0.25% active;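 active = inhibition at 20 µM, scaled per plate between control wells, above about 37%, limit read from the data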;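 also: 0% = DMSO with enzyme and substrate and 100% = substrate only without enzyme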
#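 Measure: Control-normalized % inhibition with plate pattern correction | Test system: STEP phosphatase, cell-free reaction | Medium: pH 6.0 Bis-Tris with DTT and Tween 20 | Technique: Fluorescence, 480/540 nm | Times: Reaction 20 min, ambient temperature | Doses: Single compound dose of 20 µM, 1% DMSO final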
# NadD inh: blocks S. aureus nicotinate mononucleotide adenylyltransferase | purified NadD enzyme, colorimetric absorbance read-out | inhibition, % at 20 µM | 360,000 tested, 0.78% active | AID 602399; in the data active = inhibition above about 26%; also: some compounds past the cut are filed as inactive
# Rpn11 block: blocks the human proteasome subunit Rpn11; O00487; human 26S proteasome, Ub4-pepOG fluorescence polarization; 20S core pre-blocked with epoxomicin; calls only at 20 µM; 360,000 tested, 0.59% active; AID 588493;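 active = inhibition at 20 µM, scaled to each plate's controls, above about 33%, limit read from the data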
# SUMO1-SIM PPI: SUMO1-SIM interaction modulation | inhibition, % at 20 µM | P63165 | AID 602429 | 360,000 tested, 0.33% active | SUMO1 binding to a labelled peptide, TR-FRET, 1 h; in the data active = inhibition above about 37%
# LMPTP block: blocks human LMPTP phosphatase; P24666; recombinant LMPTP-A, OMFP fluorogenic substrate, fluorescence intensity; inhibition, % at 20 µM; 360,000 tested, 0.22% active; AID 651560;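 active = compounds that cut the enzyme signal by at least half of the control window in the single-dose screen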;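 also: plate controls were DMSO wells with enzyme plus substrate for no effect and substrate without enzyme for full effect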
# Target sequence (P24666 whole entry, looked up): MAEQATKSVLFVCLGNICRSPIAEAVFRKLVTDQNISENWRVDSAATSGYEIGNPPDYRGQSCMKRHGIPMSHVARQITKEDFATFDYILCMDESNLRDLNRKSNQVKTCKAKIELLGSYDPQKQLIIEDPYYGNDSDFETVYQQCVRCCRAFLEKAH
#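 Test system: LMPTP-A, protein tyrosine phosphatase of low molecular weight; Input: 0.625 nM enzyme; Incubation: 50 min dark incubation at room temperature; Signal: endpoint fluorescence intensity from OMFP dephosphorylation; Read-out basis: % inhibition versus control wells.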
# The depositor's hits bear a star; i = inactive; . = not tested or not shown.
SMILES,Tb MetRS inh,DNMT1 block,Scp-1 inhibitor,CSN inh,PABP1 MLLE inh,STEP block,NadD inh,Rpn11 block,SUMO1-SIM PPI,LMPTP block
COc1cc(-c2cnc3c(NC=O)cc(-c4ccccc4)cn23)cc(OC)c1OC,-0.1,6,.,9,-15,5,0,i,-4,1.6
COc1ccc(NC(=O)N2CCC(c3nc4ccccc4[nH]3)CC2)cc1,0.2,-3,-7,-4,-5,0,3,i,1,-0.2
CCOc1ccc(C(=O)NCCO)cc1,-0.8,1,-4,1,12,-3,-1,i,-3,-1.8
C[C@H](CO)N1C[C@H](C)[C@@H](CN(C)C(=O)NC2CCCCC2)Oc2c(cccc2N(C)C)C1=O,-0.2,1,11,1,5,-3,-5,i,-2,-1.1
COCCN(C(=O)CCc1nnc(CCc2c[nH]c3ccccc23)o1)C(C)C,-0.3,5,1,3,0,4,-3,i,0,-0.2
COc1cc(/C=N/NS(=O)(=O)c2ccc(C)c([N+](=O)[O-])c2)cc([N+](=O)[O-])c1O,1.8,-3,0,-1,-26,3,-3,i,-13,-1.0
Cc1cccc(CCNC(=O)Cn2ncc3c([nH]c4ccc(C)cc43)c2=O)c1,-0.8,37,0,8,2,-1,1,i,9,-0.5
Cc1cccc(Nc2nc(NCc3ccco3)nc(N)c2[N+](=O)[O-])c1,-0.6,4,-3,3,-10,0,-4,i,0,1.9
Cc1nccn1CCc1nc(N)nc(N)n1,-0.6,2,0,-3,4,-4,-5,i,2,-2.8
C#Cc1ccc([C@@H]2C=C(C(=O)Nc3ccccc3)O[C@H](OCC)[C@H]2CCCO)cc1,-0.4,-8,-8,-6,9,1,0,i,-3,0.7
CCOC(=O)c1c(NC(=O)CN2CCN(S(=O)(=O)c3cc(Cl)ccc3Cl)CC2)sc(C(=O)N(C)C)c1C,-0.3,-15,6,0,-53,6,16,i,-19,9.9
COc1ccc(CN2CCN(Cc3c[nH]c4ccccc34)CC2)cc1OC,-0.3,-5,.,0,0,2,-7,i,-2,-2.0

# Reprinted from the part before: 4 entries, followed by the next part.
SMILES,Tb MetRS inh,DNMT1 block,Scp-1 inhibitor,CSN inh,PABP1 MLLE inh,STEP block,NadD inh,Rpn11 block,SUMO1-SIM PPI,LMPTP block
Cc1nccn1CCc1nc(N)nc(N)n1,-0.6,2,0,-3,4,-4,-5,i,2,-2.8
C#Cc1ccc([C@@H]2C=C(C(=O)Nc3ccccc3)O[C@H](OCC)[C@H]2CCCO)cc1,-0.4,-8,-8,-6,9,1,0,i,-3,0.7
CCOC(=O)c1c(NC(=O)CN2CCN(S(=O)(=O)c3cc(Cl)ccc3Cl)CC2)sc(C(=O)N(C)C)c1C,-0.3,-15,6,0,-53,6,16,i,-19,9.9
COc1ccc(CN2CCN(Cc3c[nH]c4ccccc34)CC2)cc1OC,-0.3,-5,.,0,0,2,-7,i,-2,-2.0
CCOC(=O)C1CCCN(CC(O)COc2cccc(C)c2)C1 (stereo not given),-0.2,1,-2,-14,-6,1,-5,i,2,-2.5
CN(C(=O)COC(=O)CSc1ccc([N+](=O)[O-])cc1)C1CCS(=O)(=O)C1 (stereo not given),-0.2,2,-7,3,6,-2,-2,i,-23,-0.6
COc1ccc(S(=O)(=O)n2ccc(-c3cnc(-c4ccccc4)s3)n2)cc1,1.3,-7,-13,1,-10,0,-7,i,1,4.3
CCOC(=O)N1CCN(C(=O)c2cc(COc3ccc(F)cc3F)on2)CC1,-0.5,1,-2,-2,5,-1,-5,i,3,0.2
O=C(Nc1ccccn1)c1cccs1,-2.4,7,3,-1,3,-2,-7,i,1,-1.8
CCC(CC)c1nc2ccccc2c(=O)[nH]1,-0.4,-1,-6,-6,1,-1,-1,i,7,0.6
COc1ccc(-c2csc(NC(=S)NC(=O)c3ccc4ccccc4c3)n2)cc1OC,-0.9,22,-6,1,21,1,8,i,2,0.5
COC(=O)[C@@]12C[C@@H](CC(=O)NCCc3ccccc3OC)C(=O)N(Cc3ccc4c(c3)OCO4)C1=CCC(C)(C)C2,0.0,.,.,-1,.,.,.,.,5,3.5
Cc1nn2c(=O)c(NC(=O)c3ccc(F)cc3)cnc2s1,-0.1,1,0,3,17,-15,-1,i,-3,-3.1
COC(=O)N1CCN(c2ccc(OC)cc2)CC1,0.1,-2,-3,-4,-6,0,-2,i,3,-0.7
Cc1[nH]c2c(C)cccc2c1CN1CCC(CO)(Cc2ccccc2)CC1,-0.6,-4,-14,-4,0,-2,-4,i,0,0.8
O=C(CN1C2CCCC1CC(NC(=O)C1CCCCC1)C2)NCc1ccc(F)cc1 (stereo not given),0.3,1,-4,-1,11,-1,-8,i,-3,-1.5
CN(C)c1cc(N/N=C/c2ccc(Cl)cc2)nc(N(C)C)n1,-0.5,8,1,-3,-1,4,6,i,-3,9.6
O=C(NCC1CCCO1)C1CC(=O)N(c2ccc(F)c(Cl)c2)C1 (stereo not given),-0.2,0,-13,0,11,0,2,i,1,-1.2
CNC(=O)CSc1nnnn1-c1cc(C)ccc1C,0.3,4,-4,4,9,1,4,i,1,0.1
O=C(Nc1ccc(Cl)c(Cl)c1)Nc1ccc(Br)cc1F,-0.9,4,-9,2,7,-2,-7,i,-1,2.2
CCCCNc1nc(-c2ccccc2)c(C(=O)OCC)cc1C#N,-1.0,-2,-7,1,-3,1,3,i,1,3.6
O=C1NC2(CCCCC2)N=C1c1ccc(F)cc1,-0.8,1,-8,2,-4,0,0,i,6,-0.3
COc1ccc(N2CC(C(=O)N3CCN(c4ccccc4)CC3)CC2=O)cc1 (stereo not given),-0.6,0,-7,-5,11,1,-2,i,5,-0.9
COc1ccc(S(=O)(=O)N2CCOC2CNC(=O)C(=O)NCc2cccnc2)cc1OC (stereo not given),-0.3,1,-4,0,1,15,-2,i,-6,-2.1
CC(=O)Nc1cccc(NC(=O)c2ccc(C(=O)Nc3cccc(NC(C)=O)c3)nc2)c1,-0.4,-20,19,-1,-16,1,5,i,3,0.8
C/C(=N\NC(=O)c1nnn(-c2nonc2N)c1CSc1ccc(C)cc1)c1cccs1,0.9,32,.,-1,-12,3,6,i,-7,-0.3
NC(=O)COC(=O)c1cc(S(=O)(=O)N2CCOCC2)ccc1N1CCCCC1,-0.7,-1,-19,-3,-6,4,-1,i,0,-3.2
COc1cc(NCCCNC(C)C)c2nccc(C)c2c1,-0.1,17,-10,4,30,4,8,i,-64,-0.1
C/C=C/c1ccc(OCC(=O)NCc2ccccc2OC)c(OC)c1,-0.8,0,-2,7,3,-2,-3,i,3,1.1
Cc1ccc(-c2noc(CSc3nnc(Cc4ccccc4)n3-c3cccc(C)c3)n2)cc1,-1.4,-4,13,-3,-4,1,10,i,1,6.8
CCOC(=O)/C(C(N)=NCc1ccco1)=C(/O)c1ccccc1,0.7,-1,-8,4,-7,3,-1,i,-4,1.5
CCN(CC(=O)NCc1cccs1)C(=O)/C=C/c1cc(OC)ccc1OC,-0.4,2,-5,5,11,0,-5,i,-12,-1.5
O=C(O)/C=C/c1ccc(O)c(O)c1,-0.5,13,-23,0,-1,-2,3,i,-1,-1.0
CCN1CCN(Cc2c(C)[nH]c3ccc(OC)cc3c2=O)CC1,0.4,-3,-3,-3,1,1,5,i,3,-3.7
Cc1ccc(NC(=O)CN2CCN(S(=O)(=O)c3ccc4c(c3)OCCO4)CC2)c(C)c1,-0.2,5,.,-2,-16,0,3,i,1,0.6
Cc1cc(C(=O)NC2CCCN(Cc3ccc(Cl)cc3)C2)c(C)o1 (stereo not given),0.7,-7,-2,0,15,-1,-3,i,4,-0.5
COc1ccc(CC(=O)Nc2ccccc2N2CCCCC2)cc1OC,-0.6,5,-9,1,2,3,-3,i,1,0.4
Oc1ccc(C[C@H]2CN([C@@H](Cc3ccccc3)CN3CCCC3CN3C(=S)NC[C@@H]3Cc3ccccc3)C(=S)N2CCc2ccccc2)cc1 (stereo not given in full),0.2,.,.,-6,.,.,37*,.,0,2.0
O=C(O)c1ccc2ncc(NC(=O)c3ccc(F)cc3)c(=O)n2c1,0.2,1,-10,-2,-3,-2,-4,i,-29,0.6
COc1ccc(S(=O)(=O)NC2CCCC2)cc1Br,-0.4,-2,-7,0,1,0,-4,i,-1,1.0

# Whole records, quoted from the list. Values in the order: Tb MetRS inh | DNMT1 block | Scp-1 inhibitor | CSN inh | PABP1 MLLE inh | STEP block | NadD inh | Rpn11 block | SUMO1-SIM PPI | LMPTP block
# `CCN(CC(=O)NCc1cccs1)C(=O)/C=C/c1cc(OC)ccc1OC` is listed as -0.4 | 2 | -5 | 5 | 11 | 0 | -5 | i | -12 | -1.5
# `CCOC(=O)/C(C(N)=NCc1ccco1)=C(/O)c1ccccc1` is listed as 0.7 | -1 | -8 | 4 | -7 | 3 | -1 | i | -4 | 1.5
# `O=C(O)/C=C/c1ccc(O)c(O)c1` is listed as -0.5 | 13 | -23 | 0 | -1 | -2 | 3 | i | -1 | -1.0
# `Oc1ccc(C[C@H]2CN([C@@H](Cc3ccccc3)CN3CCCC3CN3C(=S)NC[C@@H]3Cc3ccccc3)C(=S)N2CCc2ccccc2)cc1` (stereo not given in full) is listed as 0.2 | . | . | -6 | . | . | 37* | . | 0 | 2.0
# `Cc1ccc(-c2noc(CSc3nnc(Cc4ccccc4)n3-c3cccc(C)c3)n2)cc1` is listed as -1.4 | -4 | 13 | -3 | -4 | 1 | 10 | i | 1 | 6.8
